# Screens from PubChem.
# S3 lipid droplet = qHTS Assay for Lipid Storage Modulators in Drosophila S3 Cells; AID 2685; 0.64% of 320,000 active; Potency in µM for hits, for the others lipid storage change, negative = inhibition, % at the top dose, mostly 46.1 µM; Drosophila S3 cells, BODIPY lipid droplet fluorescence, 18-24 h; cells fed with added oleic acid; active = well fitted inhibition curve with a large enough effect in the signal ratio, with a control signal flat, not every such curve was filed as active; inconclusive = small, poorly fitted or top-dose-only effect, or effect the other way, or a change in a side signal; the % refers to the signal ratio
#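 Laser-scanning cytometry quantifies lipid droplet accumulation (500–530 nm total intensity; droplet/cell object ratio) in oleic acid-fed (400 uM added) Drosophila S3 cells treated with a concentration series. 20 uM Triacsin C defined 100% inhibition.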
# S3 lipid droplet cell count max = also measured in S3 lipid droplet; calls as there; cell number change, %; measured here: cell count max response;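 cells counted by Cell Tracker Red CMTPX staining in the red channel; peak over a dose series mostly up to 46.1 µM; percent activity relative to internal control wells on each plate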
# An asterisk follows results filed as active; i = inactive; ? = inconclusive; · = not tested or not shown; [ ] = another dose, or the depositor's remark. % is scaled to controls: 0 for no effect and ±100 for the full control effect; potency is read from the fitted curve at half-maximal effect.
SMILES,S3 lipid droplet,S3 lipid droplet cell count max
COC(=O)/C=C1/C(=O)N/C(=N\c2nc(C)cc(C)n2)N1c1ccc(OC)cc1,-6.9%,-12.3
O=C(NCc1ccco1)C1(S(=O)(=O)c2ccccc2)CC=CC1,-18.7%,-11.4
CN1CCN(CCCNC(=O)c2nnc(Cc3c(F)cccc3Cl)o2)CC1,?,·
COc1ccccc1/C=C/C=N/n1c(C)nnc1C,8.8%,5.4
CC(C)CCCN1C(N(C)C)=NC[C@@H]1C,?,·
CCNc1c(NS(=O)(=O)c2ccc(Cl)s2)c(=O)oc2ccccc12,-17.1%,-5.6
Clc1ccccc1CSc1nnc(/C=C/c2ccccc2)o1,-9.8%,5.2
COc1cc(/C=C/C(=O)NCc2ccccn2)cc(OC)c1OC,?,·
Cc1cccc(OCC(=O)N2CCc3ccccc3C2)c1,?,·
COc1ccc(Cl)cc1Nc1nc(-c2sc(NC(=O)C(C)(C)C)nc2C)cs1,?,·
Cc1ccc(N2C(=O)CC(Sc3nc(C)cc(C)n3)C2=O)cc1 (stereo not drawn),?,·
CCC(c1nnnn1Cc1ccc(F)cc1)N(CCCO)Cc1cc2cc3c(cc2[nH]c1=O)OCO3 (stereo not drawn),24.6%,3.9
Cc1ccc(C)c(S(=O)(=O)N2CCN(C(=O)c3ccnn3C)CC2)c1,?,·
COc1ccc(-c2csc(NNC3=NCCCCC3)n2)cc1,?,·
c1ccc2c(c1)CCCN2Cc1nnnn1CC1CCCO1 (stereo not drawn),i,11.8
CC1CN(c2ccc([N+](=O)[O-])cc2C(=O)N2CCOCC2)CC(C)N1 (stereo not drawn),-3.8%,-1.0
Cc1n[nH]c(=O)n1-c1ccc(OC(F)(F)F)cc1,-2.1%,-15.5
O=C(Cc1cccs1)N=Nc1c(O)[nH]c2ccccc12,-6.7%,3.4
CCn1ccnc1CN(C)Cc1nc(Cc2cccc(C(F)(F)F)c2)no1,17.8%,-10.9
CCOC(=O)COc1ccccc1/C=N\NC(=O)c1cc2c(ccc3ccccc32)o1,i,-15.0
COc1cccc2cc(C(=O)N(Cc3ccccc3)CC3CCCO3)c(=O)oc12 (stereo not drawn),-2.2%,-6.9
CCCCCCCCCC(=O)OCC(O)CO (stereo not drawn),2.0%,-1.8
CCCC(C)C(=O)Nc1ccc(NC(C)=O)cc1 (stereo not drawn),?,·
O=C(N/N=C/c1ccc[nH]1)c1c[nH]c2ccccc12,?,·
Cc1ccc(C)n1-c1ncc(Br)cn1,?,·
SMILES,S3 lipid droplet,S3 lipid droplet cell count max
Clc1ccccc1C1CC(c2ccccc2)=Nc2ccccc2N1 (stereo not drawn),-0.7%,-20.8
COc1cccc(NC(=O)CCc2c(C)nn(-c3ccc(N4CCOCC4)nn3)c2C)c1,?,·
O=C(O)C1Nc2c(cccc2C(F)(F)F)C2C=CCC12 (stereo not drawn),-1.9%,0.3
Oc1ccccc1/C=N/Nc1nccnc1Cl,?,·
O=c1[nH]nc(SCc2nnc(-c3cccc(Cl)c3)o2)n1C1CCCCC1,?,·
CC(C)NCC1CCc2cc(CO)c([N+](=O)[O-])cc2N1 (stereo not drawn),?,·
COc1cc(Cl)c(C)cc1NC(=O)CCCN1C(=O)CCC1=O,i,·
COc1ccc(C(=O)C[n+]2ccccc2C)cc1,?,·
COc1ccc(CNC(=O)CSc2ncnc3ccccc23)cc1OC,?,·
COc1ccc(-c2cn(Cc3ccc(C(=O)c4ccccc4)cc3)nn2)cc1,i,-6.5
COc1ccc(C2NCCn3cccc32)cc1 (stereo not drawn),1.1%,15.0
COc1ccc(C(=O)C2CCCN(Cc3cccn3-c3nccs3)C2)cc1F (stereo not drawn),?,·
C/C(=C\C(=O)c1ccccc1)Nc1ccc2c(c1)OCO2,?,·
O=C(CC1C(=O)NCCN1Cc1c(F)cccc1Cl)NCCCn1ccnc1 (stereo not drawn),8.6%,8.4
CC1CCN(C(=O)CN2C(=O)C(=O)N(C)C2=O)c2ccccc2S1 (stereo not drawn),8.6%,-18.1
CN(C[C@@H](CC1CCCCC1)N(C[C@H](Cc1ccccc1)N(CCc1ccccc1)N=O)N=O)N=O,?,·
N#Cc1cccc(NC(=O)Cn2cnc(S(=O)(=O)N3CCOCC3)c2)c1,21.7%,·
Cn1c(N)c(C#N)c(C#N)c1-c1ccccc1,i,-8.9
Cc1cccc(N2CCN(C(=O)CN3C(=O)NC4(CCCCCC4)C3=O)CC2)c1C,-67.7%,-0.2
COc1cc(C(=O)N=c2sc3c(C)ccc(OC)c3n2C)cc(OC)c1OC,?,·
N#CC(=C=[N-])c1nc2ccccc2nc1-[n+]1cccc(NC(=O)c2cccs2)c1,?,·
CC(=O)C(/C=N/c1cc(-c2ccc(C)cc2)nn1-c1ccccc1)=C(\C)O,?,·
CC(C)CCN1C(=O)c2ccc(C(=O)Nc3c[nH]c(=O)[nH]c3=O)cc2C1=O,-0.5%,-23.8
Cc1ccc(N2C(=O)CC(N3CCN(C)CC3)C2=O)cc1 (stereo not drawn),-0.2%,4.3
COc1ccc(-n2c(=O)[nH]cc(C(=O)Nc3ccc4c(c3)OCO4)c2=O)cc1OC,?,·
SMILES,S3 lipid droplet,S3 lipid droplet cell count max
CCOC(=O)C1(CCCc2ccccc2)CCN(Cc2cnc(C)s2)CC1,-20.7%,-33.3
COc1cccc(C2C(C#N)=C(N)Oc3cc(C)n(Cc4ccccn4)c(=O)c32)c1OC (stereo not drawn),0.9%,8.2
O=C(c1ccc(Cl)cc1)N1CCC(C(=O)N2CCN(c3ncccn3)CC2)CC1,?,·
CCC(C)N(C)C1CCN(C(=S)Nc2cccc(SC)c2)CC1 (stereo not drawn),12.2%,0.6
c1ccc(Cc2nnc3n2CCCCC3)cc1,26.8%,-1.0
CC(C)n1c(N2CCN(C(=O)N3CCCCC3)CC2)nc2ccccc21,?,·
Brc1csc2ncccc12,-10.9%,10.6
CN(C)c1cccc(C(=O)Nc2cccc(F)c2)c1,i,·
O=C(CSc1nc2ccccc2[nH]1)NCCCn1ccnc1,?,·
Cc1ccccc1C(=O)N1CCN(c2ccc([N+](=O)[O-])c(NCc3ccco3)c2)CC1,?,·
COC(=O)c1ccc(NC(=O)c2ccc3c(c2)C(=O)N(Cc2cccnc2)C3=O)cc1,-22.8%,-17.2
Cc1ccc(C(=O)c2coc3ccc(O)c(Cl)c23)cc1,?,·
COc1cc(C(=O)NCCC(=O)NC2CCC(C)CC2)cc(OC)c1OC (stereo not drawn),i,-18.7
Cc1c(C=O)n(C)n(-c2ccccc2)c1=O,18.2%,·
CC(=O)c1cc2c(cc1NS(=O)(=O)c1ccc3c(c1)OCCO3)OCO2,?,·
Cc1nccn1CC(O)COC1CCCCC1 (stereo not drawn),-21.5%,-1.4
CC(C)CCN1CCN(Cc2ccc(C#CC(C)(C)O)s2)CC1CCO (stereo not drawn),8.1%,3.7
O=C(NCC1CCCO1)C1CCN(S(=O)(=O)c2cc(Cl)ccc2Cl)CC1 (stereo not drawn),i,-6.6
COc1cccc(C=O)c1OCCN1C(=O)c2ccccc2C1=O,?,·
COc1cc(Cl)ccc1OCc1cc(C(=O)N2C[C@@H]3CCC[C@H]2C3)no1,?,·
Cc1ccc(-n2cccn2)c(CN2CCCC(CNC(=O)c3ccc(F)cc3)C2)c1 (stereo not drawn),-7.8%,0.9
Cc1cc(C(F)F)nn1CC(=O)NC1CCCC1,-0.5%,5.6
CCN(CC)c1ccc(NC(=O)Nc2cccc3ccccc23)cc1,-7.2%,-11.6
CN(c1ccccc1)S(=O)(=O)c1cccc(NC(=O)CSc2n[nH]c(N)n2)c1,-5.0%,-13.7
NNc1cc(C(=O)O)ccc1Cl,-10.1%,18.2

# Compounds from the list above with two or more sulfur atoms, in the order listed:
SMILES,S3 lipid droplet,S3 lipid droplet cell count max
CCNc1c(NS(=O)(=O)c2ccc(Cl)s2)c(=O)oc2ccccc12,-17.1%,-5.6
COc1ccc(Cl)cc1Nc1nc(-c2sc(NC(=O)C(C)(C)C)nc2C)cs1,?,·
CCC(C)N(C)C1CCN(C(=S)Nc2cccc(SC)c2)CC1 (stereo not drawn),12.2%,0.6
CN(c1ccccc1)S(=O)(=O)c1cccc(NC(=O)CSc2n[nH]c(N)n2)c1,-5.0%,-13.7

# Reprinted at random: five records from the list.
SMILES,S3 lipid droplet,S3 lipid droplet cell count max
Cc1ccc(C(=O)c2coc3ccc(O)c(Cl)c23)cc1,?,·
O=C(CSc1nc2ccccc2[nH]1)NCCCn1ccnc1,?,·
COc1ccc(C2NCCn3cccc32)cc1 (stereo not drawn),1.1%,15.0
Cc1ccc(-n2cccn2)c(CN2CCCC(CNC(=O)c3ccc(F)cc3)C2)c1 (stereo not drawn),-7.8%,0.9
CCOC(=O)COc1ccccc1/C=N\NC(=O)c1cc2c(ccc3ccccc32)o1,i,-15.0

# (next part)
SMILES,S3 lipid droplet,S3 lipid droplet cell count max
CC(Oc1ccccc1)C(=O)N1CCN(c2ccc(N3CCCCCC3)nn2)CC1 (stereo not drawn),3.9%,6.7
O=C1/C(=C/c2cccc(O)c2)SC(=S)N1CC1CCCO1 (stereo not drawn),?,·
c1csc(CSc2nc3ccccc3s2)c1,8.0%,1.0
CC(Nc1nc(N2CCOCC2)nc2ccccc12)c1ccccc1 (stereo not drawn),i,·
O=C(NCC1CCCO1)c1cccc(Oc2ccc([N+](=O)[O-])cc2Cl)c1 (stereo not drawn),0.9%[9.22 µM],18.4
O=C(CN(Cc1ccco1)C(=O)CCC(=O)Nc1ccccn1)NCCc1ccccc1,14.4%,-8.2
O=C(Nc1cc(Cl)ccn1)C1CCN(S(=O)(=O)c2cccs2)CC1,?,·
CCOc1ccc2nc(C)cc(Nc3cccc([N+](=O)[O-])c3)c2c1,?,·
CCC1CN(C(=O)NCc2cccc(OC)c2)c2cc(Cl)ccc2O1 (stereo not drawn),?,·
CCC(=O)Nc1ccc(NC(=O)CCc2ccccc2)cn1,?,·
CC1CCc2c(C(=O)NCc3ccccn3)csc2C1 (stereo not drawn),?,·
COc1ccc(C)cc1S(=O)(=O)N(CC(=O)Nc1cccc([N+](=O)[O-])c1)c1ccccc1,?,·
Cc1ccc(S(=O)(=O)NNC(=O)CCC(=O)Nc2ccc(C)c(C)c2)cc1,?,·
Cc1onc(-c2ccccc2)c1C(=O)OCC(=O)Nc1ccccc1,?,·
CN1CCN(Cc2ccc(Sc3ccc(Cl)cc3)c([N+](=O)[O-])c2)CC1,?,·
CCc1c(O)nc(SCC(=O)Nc2ccccc2)n(-c2ccccc2)c1=O,5.2%,7.8
CC(C)N(C(=O)CN1CCN(C(=O)C2COc3ccccc3O2)CC1)C(C)C (stereo not drawn),?,·
CCOc1[nH]n(-c2ccc(Cl)cc2)c(=O)c1C=Nc1ccc(Cl)cc1,?,·
COc1ccc([C@@H]2CC=C(C(=O)O)[C@H](c3ccc(F)cc3)N2S(=O)(=O)c2ccc(C)cc2)cc1OC,?,·
O=C(O)Cn1nnnc1SCC(=O)Nc1ccccc1F,2.6%,18.2
Cc1ccc(C)c(-c2csc(Nc3ncccn3)n2)c1,?,·
CCN(CCn1cccn1)Cc1c(C(=O)N2CCCCCCC2)nc2ccc(Cl)cn12,-17.8%,-7.4
COCCN(C(=O)Cc1ccc(OC)c(OC)c1)c1nc(-c2cc(OC)ccc2OC)cs1,-15.3%,2.4
COc1ccc(-n2cc(CNCCN3CCOC3=O)c(-c3ccccc3Cl)n2)cc1,?,·
C/C(CC(=O)Nc1ccc(F)cc1)=N\NC(=O)COc1ccccc1,?,·
SMILES,S3 lipid droplet,S3 lipid droplet cell count max
Nc1cccnc1S(=O)(=O)c1ccccc1,5.3%,23.3
CCOc1ncccc1C(=O)OCC(=O)N1CCc2ccccc21,?,·
O=C(CSc1nnc(SCc2cccc3ccccc23)s1)Nc1ccc(C(=O)O)cc1,?,·
COc1ccc(Br)cc1C(=O)Nc1ccc(C(=O)O)cc1,?,·
Cc1c(C(=N)C(C#N)C#N)c(=N)oc2c1ccc1ccccc12,4.5%,·
CCn1cc(S(=O)(=O)NC(C)c2cc(OC)ccc2OC)cn1 (stereo not drawn),-1.0%,5.8
CCn1c(=S)[nH]c2scc(-c3cccs3)c2c1=O,?,·
COc1ccc(-c2csc(Nc3ncccc3C)n2)cc1,?,·
CCC(=O)Nc1ccc(C(=O)NCCCn2ccnc2)cc1,-20.9%,-2.5
CN(C)c1ccc(CN(C(=O)c2ccc(Cl)c([N+](=O)[O-])c2)C2CCS(=O)(=O)C2)cc1 (stereo not drawn),7.6%,-0.8
COc1ccccc1CC(=O)N1CCN(c2ccccn2)CC1,-25.2%,-1.3
O=C(c1ccncc1)N1CCN(S(=O)(=O)c2cccc(C(F)(F)F)c2)CC1,?,·
O=C(CCS(=O)(=O)c1ccc(F)cc1)Nc1nnc(-c2cccs2)o1,?,·
Cc1ccc(-c2nn(-c3ccccc3)cc2/C=N/n2c(-c3cccs3)n[nH]c2=S)cc1,?,·
O=C(N/N=C/c1cccc2ccccc12)C(=O)N1CCCC1,i,7.7
CC(=O)Nc1ccc(NC(=O)CSc2nc(N)c(NC(=O)c3ccco3)c(=O)[nH]2)cc1,1.9%,-10.9
COc1ccc(CCNC(=O)C(=O)NCc2cccs2)cc1OC,10.7%,7.2
CCOC(=O)Cn1cnc2c(nnn2-c2cccc(OC)c2)c1=O,i,·
CC(C)c1cc(-c2cc(C(=O)NCc3ccccc3)on2)nc(NCC2CC2)n1,8.9%,4.8
COc1cccc(OCc2cc(C(=O)N3CCN(C4CCCCC4)C(=O)C3)no2)c1,?,·
CCCCCCC(C)OC(=O)Nc1cccc2ccccc12 (stereo not drawn),?,·

# Some of the compounds tested; rates above refer to the full screens.
